Screens (PubChem)
UBC9 SUMO inh: inhibitors of in vitro SUMOylation cascade, primary screen, biochemical, HTRF, uHTS. inhibition, % at 35 µM. HTRF SUMOylation assay, SAE1/SAE2 + UBC9. hit rate 0.36% among 290,000. SUMO-conjugating enzyme UBC9 (Homo sapiens), P63279; in the data active = inhibition above about 50%, passing the limit was not always enough; also: strong numbers were not always called active
Target sequence (P63279 whole entry, looked up): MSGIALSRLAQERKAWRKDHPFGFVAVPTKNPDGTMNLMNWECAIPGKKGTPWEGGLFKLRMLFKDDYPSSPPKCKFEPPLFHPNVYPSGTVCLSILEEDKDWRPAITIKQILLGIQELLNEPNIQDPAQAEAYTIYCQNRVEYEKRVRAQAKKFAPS
MEKK3 PB1 HTS: modulators of MEKK3-MEK5 PB1 binding, primary screen, biochemical, wildtype MEKK3, multiplex bead flow cytometry, Alexa488-MEK5; Mitogen-activated protein kinase kinase kinase 3 (Homo sapiens), Q99759; bead-based flow cytometry, Alexa488-MEK5 binding to MEKK3; actives lie on both sides; 0 = blocked by unlabeled MEK5, 100 = vehicle; binding response (% of control), % at 10 µM; hit rate 1.4% among 290,000; AID 1529, 2009;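 active = binding response more than 3 SD above or below the average of its plate-row segment, actives on both sides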;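 also: Alexa488 bead fluorescence after subtracting the streptavidin-only scavenger bead signal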
Target sequence (Q99759 whole entry, looked up): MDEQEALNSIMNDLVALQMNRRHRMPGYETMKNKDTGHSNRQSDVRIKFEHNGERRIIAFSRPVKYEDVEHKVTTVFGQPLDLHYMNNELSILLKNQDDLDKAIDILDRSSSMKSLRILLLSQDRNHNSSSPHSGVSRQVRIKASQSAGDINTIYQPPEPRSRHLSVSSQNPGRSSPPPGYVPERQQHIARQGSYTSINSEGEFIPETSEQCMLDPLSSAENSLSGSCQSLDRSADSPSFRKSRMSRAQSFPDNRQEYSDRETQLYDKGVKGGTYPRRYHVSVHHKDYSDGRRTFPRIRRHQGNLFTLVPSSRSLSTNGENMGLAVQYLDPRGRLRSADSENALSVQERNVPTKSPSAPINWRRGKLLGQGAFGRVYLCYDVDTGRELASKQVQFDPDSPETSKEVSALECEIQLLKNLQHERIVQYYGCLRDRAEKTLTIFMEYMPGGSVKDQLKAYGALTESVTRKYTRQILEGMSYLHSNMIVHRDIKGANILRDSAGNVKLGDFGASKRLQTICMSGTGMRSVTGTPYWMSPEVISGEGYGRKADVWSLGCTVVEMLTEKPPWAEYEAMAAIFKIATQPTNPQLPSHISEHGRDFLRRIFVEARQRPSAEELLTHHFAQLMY
MEKK2mut PB1 HTS: MEK5 binding signal on mutant MEKK2 PB1, primary screen, biochemical, multiplex bead flow cytometry, Alexa488-MEK5; Alexa488-MEK5 binding to MEKK2 mutant; percent response, % at 10 µM; hit rate 0.35% among 290,000; AID 1530, 2009; in the data active = percent response above about 24%, passing the limit was not always enough; also: inactives centre near 1; some results filed as inactive read as strong as hits; reference of the scale not given here
p-CIP stab down: p/CIP-EGFP fusion destabilizers, primary screen, fluorescence, F442A cells. Q05BA5. 16 h. decrease of EGFP signal, % at 10 µM. hit rate 0.01% among 290,000;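 active = EGFP signal decrease of at least 30% at 10 µM or well 3 SD below plate mean, unless failing retest; inactive = the rest, including hits failing retest or dose response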; also: some compounds called inactive have numbers as strong as hits; many of its hits are not listed in these tables
IDE cell activ: human IDE activators in live cells, primary screen, fluorescence polarization, HEK cells, FAbeta-B substrate; activation, % at 5.96 µM; hit rate 0.073% among 340,000; Insulin-degrading enzyme (Homo sapiens), P14735; FAbeta-B cleavage; 0% vehicle, 100% cell-free pure enzyme wells;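 active = activation above the mean of all tested compounds plus 3 SD, set per screening campaign, cut at about 17% in these data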
MEKK2 WT-MEK5: modulators of MEK5 binding to wildtype MEKK2, primary screen, biochemical, multiplex bead flow cytometry, Alexa488-MEK5; AID 1531, 2009; Mitogen-activated protein kinase kinase kinase 2 (Homo sapiens), Q9Y2U5; binding response (% of control), % at 10 µM; hit rate 1.1% among 290,000; Alexa488-MEK5 binding to MEKK2 WT; actives lie on both sides; in the data active = binding response below about 67% or above about 130%
IDE inh: human IDE inhibitors in live cells, primary screen, fluorescence polarization, HEK cells, FAbetaB substrate | Insulin-degrading enzyme (Homo sapiens), P14735 | FAbetaB cleavage | inhibition, % at 5.59 µM | hit rate 0.41% among 320,000 | AID 434962, 2010;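 active = percent inhibition above the average of all tested compounds plus 3 SD, set per screening campaign, cut at about 16% in these data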;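 also: IDE supplied by intact live HEK cells; FP after avidin binding of uncleaved biotin substrate so inhibition keeps polarization high; 0% = DMSO wells and 100% = 60 µM reference IDE inhibitor Ii1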
PfM18AAP inh: PfM18AAP inhibitors, malaria aminopeptidase, primary screen, biochemical, QFRET, recombinant enzyme; inhibition, % at 7.35 µM; hit rate 1.2% among 290,000; H-Glu-NHMec fluorogenic cleavage; M18 aspartyl aminopeptidase (Plasmodium falciparum 3D7);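 active = inhibition above the campaign mean inhibition over all tested compounds plus 3 SD, cut at about 28% in these data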;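 also: 0% = plate median of test compound wells and 100% = 2 mM ZnCl2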
NALP1 yeast inh: NALP1 inflammasome inhibitors in reconstituted yeast, colorimetric, S. cerevisiae, triplicate retest. inhibition, % at 10 µM. S. cerevisiae NALP1/ASC/caspase-1 growth, X-gal OD620, 72 h. hit rate 0.61% among 280,000; in the data active = inhibition mostly above about 24%, no sharp cut-off; inactive = mostly below about 32%; also: some compounds called inactive have numbers as strong as hits
* hit, by the source's call; . = no result given; [ ] = another dose, or the depositor's remark. These rows are one share of the data. The share of hits here may be higher or lower than overall.

SMILES	UBC9 SUMO inh	MEKK3 PB1 HTS	MEKK2mut PB1 HTS	p-CIP stab down	IDE cell activ	MEKK2 WT-MEK5	IDE inh	PfM18AAP inh	NALP1 yeast inh
CCN1CCN(Cc2ccc(NC(=O)c3cc(NC(=O)C4=NN(c5ccccc5)C(=O)C4)cc(OC)c3)cc2C(F)(F)F)CC1	12	93	5	23	0	96	4	.	.
COCCn1c(=NC(=O)/C=C/c2ccccc2)sc2cc(NC(C)=O)ccc21	29	99	5	-6	2	105	-1	2	19
Cc1cc2ncn(S(=O)(=O)N(C)C)c2cc1C	-4	96	-6	-4	1	98	4	-6	9
Cc1ccc(C)c(C(=O)CC2(O)C(=O)N(C)c3ccccc32)c1 (stereo unspecified)	14	92	-3	3	1	99	6	-1	13
COc1ccc(Nc2ncc3c(n2)CC(c2ccc(C)cc2)CC3=O)cc1 (stereo unspecified)	-12	103	-1	-1	2	100	-3	2	22
O=C(CCn1c(=S)[nH]c2cc3c(cc2c1=O)OCO3)N1CCc2ccccc2C1	12	.	.	1	.	.	-7	8	7
COC(=O)C1=C(C)N(CC2CC2)C(=NCc2cccc(Cl)c2)N[C@H]1c1ccccc1	13	103	26*	-17	5	125	-4	1	1
Cc1cc(C)cc(C(=O)NCC(=O)N2CCN(C(c3ccccc3)c3ccccc3)CC2)c1	-11	96	-2	2	4	95	3	1	8
FC(F)(F)c1cc(-c2cccs2)nc(-n2cc(Br)cn2)n1	11	102	1	-24	-2	101	-9	-5	11
COc1cc(CN(C)Cc2cc(=O)n3ccsc3n2)ccc1OC(F)F	3	100	-9	-16	-2	95	3	2	-1
CCOc1ccc(NC(=O)/C(=C\c2ccc(OC(C)=O)c(OC)c2)NC(C)=O)cc1	-6	94	-2	31	1	95	14	-1	18
COc1ccc(-n2cccc2/C=C2\C(=N)N3N=C(C(C)C)SC3=NC2=O)cc1	19	110	0	-13	1	109	0	-3	-22
CCc1ccc2[nH]c(=O)c(CN(Cc3ccco3)C(=S)NCC3CCCO3)cc2c1 (stereo unspecified)	-6	51	-17	1	5	51	3	-3	38*
Cc1cccc(NC(=O)Nc2cccc(Oc3c(F)c(F)c(F)c(F)c3F)c2)c1	-2	114	56*	3	1	235*	6	3	-5
CN1CCN(C(=O)C23CC4CC(C2)CC(c2ccccc2)(C4)C3)CC1	25	105	10	-5	-2	112	6	-2	2
COc1ccc(C(=O)Nc2cc(C(=O)c3ccccc3)c(C)oc2=O)cc1	-23	102	-1	-17	-5	101	-2	-33	-4
CCN1C(=O)CSC1=Nc1ccc(Cl)c(Cl)c1	8	104	14	-2	-2	110	0	-11	10
CCCN1Cc2cccc(C(=O)Nc3ccc(-c4nc5ccccc5[nH]4)cc3)c2C1=O	9	102	-1	-16	-6	103	6	0	-29
CCOC(=O)Cc1csc(NC(=O)/C=C/c2cccc(Br)c2)n1	16	44*[inhibitor]	-17	1	2	47*[inhibitor]	-2	3	2
CS(=O)(=O)N1CCC(C(=O)NCCC2=CCCCC2)CC1	4	102	6	-6	6	106	-4	5	21
COc1ccccc1/C=C/C(=O)NCC(=O)N/N=C/c1ccc(C)o1	0	99	-6	13	3	96	6	-1	11
COc1ccc(N2CCN(C(=S)NCc3ccc(C)cc3)CC2)cc1	12	97	-6	-13	6	98	5	0	9
CCOc1ccc(OCCOCCN2CCc3ccccc3C2)cc1	-5	100	-6	-11	1	100	-1	-13	-2
CNNC(=S)NCCC1=CCCCC1	-20	99	-5	8	-3	98	8	13	-8

A portion taken from the entries so far, for reference:
SMILES	UBC9 SUMO inh	MEKK3 PB1 HTS	MEKK2mut PB1 HTS	p-CIP stab down	IDE cell activ	MEKK2 WT-MEK5	IDE inh	PfM18AAP inh	NALP1 yeast inh
CCOc1ccc(OCCOCCN2CCc3ccccc3C2)cc1	-5	100	-6	-11	1	100	-1	-13	-2
CNNC(=S)NCCC1=CCCCC1	-20	99	-5	8	-3	98	8	13	-8

The list goes on.
SMILES	UBC9 SUMO inh	MEKK3 PB1 HTS	MEKK2mut PB1 HTS	p-CIP stab down	IDE cell activ	MEKK2 WT-MEK5	IDE inh	PfM18AAP inh	NALP1 yeast inh
Cc1ccc(S(=O)(=O)NC(=O)NCc2ccccn2)cc1	10	99	4	-9	1	100	-4	9	-7
CC1(C)CC2(CC(C)(C)NC(=O)N2)NC(=O)N1	7	.	.	4	6	.	6	-5	12
Cn1c(=O)n(C)c2cc(NC(=O)c3ccccc3[N+](=O)[O-])c(Br)cc21	-6	103	1	12	2	100	-3	1	8
NS(=O)(=O)c1ccc(NS(=O)(=O)c2ccc(NC(=O)c3ccc(-c4ccccc4)cc3)cc2)cc1	46	.	.	8	-23	.	36*	0	6
O=C(O/N=C(\c1ccccc1)c1ccccn1)c1ccc(Cl)c(Cl)c1	-11	108	1	-7	0	102	0	1	37
CCOC(=O)N1CCC(NC(=O)C(NS(=O)(=O)c2cccc3nsnc23)c2ccccc2)CC1 (stereo unspecified)	0	103	7	6	4	100	3	6	8
Cc1ccccc1N1C(=O)CC2(CCCC2)CC1=O	-7	101	-11	4	-2	83	-2	1	4
CCOc1ccc(N2C(=O)S/C(=C\c3ccc(O)c(OC)c3)C2=O)cc1	20	89	-17	-15	-11	91	19*	-1	3
CC(=O)c1cn(CC(=O)Nc2ccc(C)cc2)c2ccccc12	-3	.	.	7	2	.	5	-4	4
O=C(N/N=C/C=C/c1ccco1)c1cnccn1	21	100	6	-13	.	101	4	26	24
CCn1c(O)c(N=Nc2ccc3ccccc3n2)c2ccccc21	16	105	3	-16	-5	104	2	-9	6
COC(=O)Cc1ccc(NC(=S)N2CCCCC2C)cc1 (stereo unspecified)	6	107	1	-16	0	101	7	4	-12
CCN(CC)CCN1C(=O)C(O)=C(C(C)=O)C1c1ccccc1[N+](=O)[O-] (stereo unspecified)	1	104	4	8	1	105	8	10	.
O=C(NCc1ccc(C(F)(F)F)cc1)C1CC(c2ccccc2C(F)(F)F)=NO1 (stereo unspecified)	-10	94	-6	-4	3	97	7	.	-6
CC(=O)Nc1ccc(NC(=O)c2ccc(N(C)S(=O)(=O)c3ccc(C)cc3)cc2)cc1	12	104	8	-16	-2	108	1	-4	2
CCN(CC)CC(=O)Nc1cc(N(C)C)nc2ccccc12	6	104	5	4	1	107	6	-2	4
Cc1ccc(-n2c(C)nnc2SCC(=O)NNC(=O)c2ccco2)cc1	6	107	7	9	2	104	3	1	17
Cc1ccc(NC(=S)/N=C(\N)Nc2nc(C)c3cc(C)c(C)cc3n2)cc1C	4	114	-1	-8	6	107	1	-7	-8
CCN(CC)CCCNC(=O)c1nn2c(C(F)(F)F)cc(-c3ccccc3)nc2c1Cl	10	111	14	-1	3	122	.	2	21
Cc1onc(-c2ccccc2Cl)c1C(=O)N1CCCCC1C (stereo unspecified)	-11	99	-4	-17	-2	94	-2	-1	14
COc1cc2c(cc1OC)CN(C(=O)/C=C/c1ccccc1[N+](=O)[O-])CC2	-4	97	-2	5	-3	99	6	-1	15
O=C(c1ccc(Cl)s1)N1CCN(c2nc3ccccc3s2)CC1	16	106	3	-9	-10	104	8	7	11
CC1CN(C2CCCCC2)c2nc3c(c(=O)[nH]c(=O)n3C)n2C1 (stereo unspecified)	-3	94	0	0	2	101	0	-3	.
COc1ccc(N(CC(=O)Nc2ccccc2Cl)S(=O)(=O)c2ccc(C)cc2)cc1OC	-14	107	8	-16	1	105	2	-8	5
Cc1ccc(S(=O)(=O)/C(C#N)=C/c2ccccc2OCc2ccccc2)cc1	-12	100	9	0	6	114	6	1	31
Cc1ccc(C)c(NC(=O)NCCN2CCCCC2)c1	19	107	11	-14	4	119	.	-10	10
CC(C)C1Oc2ccccc2N(CC(=O)N(Cc2ccncc2)Cc2ccco2)C1=O (stereo unspecified)	-10	86	2	-21	1	89	1	3	8
Cc1nc(Nc2ccccc2)sc1C(=O)Nc1ccccc1	1	91	-16	-7	-1	92	1	-1	4
CCC1=C(OC(=O)N(CC)CC)N2C(=O)OC(=NCCc3c[nH]c4ccccc34)[C@]2(C)[C@H]2C1=CC[C@H]1C(=O)N(C)C(=O)[C@H]12	14	98	3	-25	0	98	5	.	.
COc1ccccc1N1C(=O)C2C(c3ccccc3F)NN(C(=O)c3ccc(C)cc3)C2C1=O (stereo unspecified)	7	102	-3	-19	8	101	-2	2	34
COc1ccccc1OCC(=O)Nc1ccc2c(c1)C(=O)N(CC1CCCO1)C2=O (stereo unspecified)	-7	101	0	8	5	103	0	5	0
C/C(=N\NC(=O)c1cc(-c2cccnc2)nc2ccccc12)c1ccccc1O	-3	99	3	-6	-3	105	-2	3	-13
O=C(NCc1ccc2c(c1)OCO2)Nc1cccc2ccccc12	-15	92	-18	-6	-2	85	0	-2	.
O=C(COC(=O)c1cc(-c2ccccc2)nc2ccccc12)NCC1CCCO1 (stereo unspecified)	3	.	.	0	-2	.	0	1	-17
O=C(CN1C(=O)/C(=C/c2ccccc2)SC1=S)NC1C=CS(=O)(=O)C1 (stereo unspecified)	.	103	5	-10	10	102	-2	13	-9
COc1ccc(NC(=S)N2CCC(NC(=O)C3CCCCC3)CC2)cc1	5	102	-1	-12	4	99	3	2	10
COc1ccc(N=C2C(=Nc3ccc(OC)cc3)N(c3ccc(OC)cc3)C(=S)N2C)cc1	-10	90	-8	3	2	87	-1	4	1
COCCNC(=O)c1onc(CSc2ccccc2C)c1C(=O)O	3	113	9	-6	-3	114	4	1	-4
C=CCOc1ccc(/C=C2/C(=O)ON=C2C)cc1OC	8	91	0	5	0	96	7	30*	-14
CCOC(=O)c1ccc(NC(=O)c2cnccn2)cc1	-7	92	-1	12	-1	95	.	-6	0
CSC[C@@H]1NC(=S)N(c2ccc(C)cc2)C1=O	6	106	5	-1	1	107	-3	0	76*
Cc1ccc(C(=O)NC2CC3CCCC(C2)N3C(=S)NCc2ccco2)cc1 (stereo unspecified)	-6	96	-2	14	-3	90	0	6	-3
CC(=O)N1CCc2cc(C(=O)CN3CCN(c4cccc(Cl)c4)CC3)ccc21	11	94	2	-16	-8	96	6	1	-7
CCCOc1cccc(OCCSc2nc(C)cc(=O)[nH]2)c1	30	103	3	-10	3	97	3	2	20
CCC(=O)NNc1ncnc2c1cnn2C	-20	99	-1	-10	4	101	0	0	10
Cc1no[n+]([O-])c1COc1ccc(/C=C(\C#N)C(N)=O)cc1	17	134*	1	-12	3	104	1	-2	29
O=C(COc1cccc2c1CCN(Cc1ccccc1)C2=O)NCc1ccco1	-12	106	3	-8	4	107	-4	-10	26
CCNC(=O)NC(=O)CSc1ccccc1F	7	99	-1	-4	7	100	-4	0	30
CCOC(=O)Cc1csc(NC(=O)c2c(-c3c(F)cccc3Cl)noc2C)n1	3	97	2	-1	-5	97	3	2	6
CCn1ncc(Cl)c1C(=O)Nc1ccncc1	-2	110	9	0	1	113	4	-14	7
Cc1ccc(N2CC(C(=O)Nc3ccc(S(=O)(=O)Nc4ncccn4)cc3)CC2=O)cc1C (stereo unspecified)	5	102	-4	6	3	101	5	1	8
